PAX8 inh HTS – PAX8 transcriptional activity inhibition; RMG-I TPO-luciferase reporter, SteadyGlo, 24 h; inhibition, % at 12.6 µM; actives 1.2% (n = 360,000);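 active = mean replicate inhibition at least 60% with every replicate also reaching 60%; inconclusive = only one of the two criteria is met; inactive = mean below 60% and not all replicates reaching 60%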;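 also: luciferase light reporting Pax8 driven TPO promoter activity; plate controls were median of neutral control wells for no effect and mitoxantrone controls for full effect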
LGR2 antag – inhibitors of bursicon-induced Drosophila LGR2 receptor cAMP signaling | HEK293 LGR2, CRE-luciferase, bursicon-stimulated, 4 h | inhibition, % at 9.99 µM | actives 0.35% (n = 380,000) | AID 720647;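 active = drop in luminescence signal, shown as inhibition above about 50% in the replicate tests, limit read from the data, passing the limit was not always enough; inconclusive = probably only some replicates passing the limit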;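 also: agonist challenge used bursicon conditioned medium at about half maximal strength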
ARNT TACC3 PPI – ARNT/TACC3 interaction disruption; AlphaScreen His-ARNT PAS-B/GST-TACC3 binding, luminescence; TACC3 fragment carries E629A point mutation; inhibition, % at 9.99 µM; actives 0.66% (n = 390,000); AID 623870;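 active = mean inhibition of replicates at least 50% and at least half of replicates each reaching 50%; inconclusive = half or more replicates reach 50% but mean below 50%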;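 also: 0% = complete ARNT plus TACC3 wells and 100% = ARNT alone without TACC3; many hits fall short of the cut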
C2C12 statin – suppressors of simvastatin-induced myotoxicity in C2C12 myotubes | ATP luminescence, 48 h; scaled: DMSO 0, geranylgeraniol control 100 | rescue of ATP level, % at 7.49 µM | actives 0.78% (n = 330,000) | AID 602340;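 active = mean ATP rescue above about 67%, or every replicate alone reaching that limit, limit read from the data, passing the limit was not always enough; inconclusive = no clear call, values can overlap the other calls; inactive = mean under the limit and some replicate under it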;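 also: myotubes were challenged with 10 µM simvastatin during compound exposure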
GSIS activator – GLuc luminescence reporter in INS-1E cells, primary screen for activators of glucose-dependent secretion of insulin. actives 0.61% (n = 370,000). activation, % at 16.6 µM. INS-1E GLuc reporter insulin secretion, 2-3 h. AID 743287;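 active = lowest replicate activation of at least 40%, so every replicate reaches that level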;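 also: 0% = median of neutral control wells and 100% = median of IBMX positive control wells; some compounds called inactive have numbers as strong as hits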
Cneo AK release – Cryptococcus neoformans lysis via adenylate kinase release; C. neoformans lysis, adenylate kinase release luminescence, 4 h; normalised: neutral wells 0, clomiphene wells 100; lysis activity, % at 15 µM; actives 0.2% (n = 360,000);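 active = mean lysis activity across replicates of at least 80%, whatever share of replicates individually reach that level; inactive = mean lysis activity below 80%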
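Test system: log-phase Cryptococcus neoformans yeast cells; Quantity: yeast cell density of 5 × 10^6 cells/mL; Buffer or medium: YPD; Doses: single compound concentration per well; Timing: 4 h at 37 °C static, read 1 h later; Measured by: AK luminescence; Read-out basis: lysis from increased AK signal; Control set: Clomiphene as positive control.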
PGC1a acetyl inh – lowers PGC1a acetylation signal in U2OS cells; AlphaScreen anti-acetyl-lysine; with virally co-expressed GCN5 acetyltransferase; AID 651687; actives 0.17% (n = 350,000); inhibition, % at 15.6 µM;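 active = every replicate shows inhibition of at least 40%; inconclusive = mean inhibition at least 40% but some replicate below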;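 also: 0% = neutral control wells and 100% = positive control wells; some results beyond the cut were filed as inactive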
PglD inh – blocks C. jejuni PglD acetyltransferase activity | purified PglD enzyme, DTNB colorimetric CoA detection | inhibition, % at 12.5 µM | actives 0.098% (n = 360,000) | AID 602405; in the data active = inhibition above about 16%, passing the limit was not always enough; inconclusive = no clear call, values can overlap the other calls; also: strong numbers were not always called active
Starred values were filed as active, the others as inactive.

What do the screens show for `COCC(=O)N1[C@H](CO)[C@H](c2ccc(-c3ccccc3)cc2)C12CN(C(C)=O)C2`?
PAX8 inh HTS: -1; LGR2 antag: -8; GSIS activator: -4; PGC1a acetyl inh: -3

How did COc1cc2c(cc1OC)C(C)N(C(=O)c1ccc(Cl)c(S(=O)(=O)N3CCCCC3)c1)CC2 (stereo not drawn) do in these assays?
PAX8 inh HTS: -3; LGR2 antag: 6; ARNT TACC3 PPI: 10; C2C12 statin: 2; Cneo AK release: -1; PGC1a acetyl inh: -8; PglD inh: 0

Results for CC(=O)c1ccc(C(=O)N2CCc3c([nH]c4ccccc34)C2c2ccccn2)s1 (stereo not drawn) ?
PAX8 inh HTS: 30; LGR2 antag: 8; ARNT TACC3 PPI: 13; C2C12 statin: 20; GSIS activator: -7; Cneo AK release: 0; PGC1a acetyl inh: -5; PglD inh: -2

What do the screens show for `O=C(Nc1ccc(F)cc1)N[C@H]1C=C[C@H](CC(=O)N2CCCCC2)O[C@H]1CO`?
PAX8 inh HTS: -6; LGR2 antag: 6; C2C12 statin: -2; GSIS activator: 3; Cneo AK release: 65; PGC1a acetyl inh: inconclusive; PglD inh: -6

What do the screens show for `N#C[C@H]1[C@H](c2ccc(C#CCC3CCCC3)cc2)[C@H](CO)N1C(=O)CN1CCOCC1`?
PAX8 inh HTS: -1; LGR2 antag: -2; ARNT TACC3 PPI: -7; C2C12 statin: 18; GSIS activator: -12; Cneo AK release: 2; PGC1a acetyl inh: -32; PglD inh: -2

What do the screens show for `O=C(CCS(=O)(=O)c1ccc(Br)cc1)Nc1cc(F)ccc1F`?
PAX8 inh HTS: 25; LGR2 antag: -1; ARNT TACC3 PPI: -5; GSIS activator: 2; Cneo AK release: -1; PGC1a acetyl inh: 5; PglD inh: 0

How did CCNc1nc(NC(C)C)nc(Oc2ccc(OCc3ccccc3)nn2)n1 do in these assays?
PAX8 inh HTS: 3; ARNT TACC3 PPI: -1; Cneo AK release: 1; PglD inh: -3

Results for CCC(C)NC(=O)C1CCN(S(=O)(=O)c2ccc(Br)s2)CC1 (stereo not drawn) ?
PAX8 inh HTS: 9; LGR2 antag: -10; ARNT TACC3 PPI: -13; GSIS activator: 4

What do the screens show for `CC(=O)N1[C@H](C(=O)N2CCCCC2)[C@@H](CO)[C@@H]2Cn3c(ccc(C4=CCCC4)c3=O)[C@@H]21`?
LGR2 antag: 2; ARNT TACC3 PPI: -3; C2C12 statin: 5; GSIS activator: 27; Cneo AK release: 2; PglD inh: 2

What do the screens show for `O=C([C@H]1[C@H](CO)[C@H]2Cn3c(cccc3=O)[C@@H]1N2C(=O)c1ccccc1)N1CCCCC1`?
PAX8 inh HTS: -13; LGR2 antag: -4; ARNT TACC3 PPI: -9; C2C12 statin: -16; GSIS activator: 2; Cneo AK release: -2; PglD inh: 2

What do the screens show for `COc1ccc(NC(=S)NN(C)C(=S)Nc2ccc(OC)cc2)cc1`?
PAX8 inh HTS: 1; LGR2 antag: -2; ARNT TACC3 PPI: 8; GSIS activator: 1

What do the screens show for `Fc1ccc(-c2csc(-c3ccncc3)n2)cc1`?
PAX8 inh HTS: -60; LGR2 antag: -20; ARNT TACC3 PPI: -3; C2C12 statin: -10; GSIS activator: 2; Cneo AK release: -2; PGC1a acetyl inh: 1; PglD inh: 1

How did Cn1c(=O)cc(SCC(=O)N2CCN(c3ccccc3)CC2)c2ccccc21 do in these assays?
ARNT TACC3 PPI: 2; Cneo AK release: 1; PGC1a acetyl inh: -15; PglD inh: -3

How did CCN(CC(=O)Nc1c(F)cccc1F)C(=O)c1ccc2ccccc2n1 do in these assays?
PAX8 inh HTS: 3; LGR2 antag: -13; ARNT TACC3 PPI: 23; GSIS activator: 15

Results for Cc1ccc(N2CC(O)=C(c3nc4ccccc4c(=O)[nH]3)C2=N)cc1C ?
PAX8 inh HTS: 19; LGR2 antag: 24; ARNT TACC3 PPI: 27; C2C12 statin: -6; GSIS activator: 5; PGC1a acetyl inh: 0

What do the screens show for `C[C@H](CO)N1C[C@H](C)[C@@H](CN(C)C(=O)Cc2ccccc2)OCCCC[C@H](C)Oc2ccc(NC(=O)c3ccncc3)cc2C1=O`?
PAX8 inh HTS: 8; LGR2 antag: 11; ARNT TACC3 PPI: 1; GSIS activator: 3; Cneo AK release: 1; PGC1a acetyl inh: 1; PglD inh: 1

How did Fc1ccc2nc(-c3ccccc3)nc(SCc3nnc(-c4ccccc4)o3)c2c1 do in these assays?
PAX8 inh HTS: 11; ARNT TACC3 PPI: 0; C2C12 statin: -17; GSIS activator: -6; Cneo AK release: 1; PGC1a acetyl inh: -4; PglD inh: 1

Results for COc1cccc(NC(=O)C2CCC(CNS(=O)(=O)c3cccc4cccnc34)CC2)c1 (stereo not drawn) ?
PAX8 inh HTS: 12; LGR2 antag: 7; ARNT TACC3 PPI: -5; C2C12 statin: 0; GSIS activator: -7; Cneo AK release: 1; PGC1a acetyl inh: -1; PglD inh: 5

How did O=C(Cc1ccccc1[N+](=O)[O-])NNC(=O)c1ccncc1 do in these assays?
PAX8 inh HTS: 2; LGR2 antag: 22; C2C12 statin: -2; GSIS activator: 2; Cneo AK release: 0; PglD inh: 1

What do the screens show for `O=C(NCCc1ccccn1)c1c(-c2ccsc2)sc2ccccc12`?
PAX8 inh HTS: 13; LGR2 antag: -15; ARNT TACC3 PPI: 36; C2C12 statin: 10; GSIS activator: -16; Cneo AK release: 7; PGC1a acetyl inh: -2; PglD inh: 1

How did CCNC(=O)COC(=O)CCNC(=O)c1ccc(Cl)cc1 do in these assays?
PAX8 inh HTS: 9; LGR2 antag: -5; ARNT TACC3 PPI: 0; C2C12 statin: 1; GSIS activator: 5; Cneo AK release: -4; PGC1a acetyl inh: -2; PglD inh: -5

Results for O=C(NCCc1ccc(Cl)cc1)c1cc(S(=O)(=O)N2CCCC2)ccc1F ?
PAX8 inh HTS: -4; C2C12 statin: -2; Cneo AK release: -1; PGC1a acetyl inh: 12; PglD inh: 5

What do the screens show for `C[C@@H]1CN([C@@H](C)CO)C(=O)Cc2cc(NC(=O)Cc3cn(C)c4ccccc34)ccc2O[C@@H]1CN(C)C(=O)Nc1cccc2ccccc12`?
LGR2 antag: -7; ARNT TACC3 PPI: -7; C2C12 statin: 24; GSIS activator: 1; Cneo AK release: 50; PGC1a acetyl inh: -3; PglD inh: 4

Results for CCCNC(=O)N1C[C@H](C)[C@H](OC)CN(C)C(=O)c2cc(NC(C)=O)ccc2OC[C@@H]1C ?
LGR2 antag: 10; ARNT TACC3 PPI: -8; C2C12 statin: 4; GSIS activator: 9; Cneo AK release: 4; PGC1a acetyl inh: -4; PglD inh: 0

What do the screens show for `CCSc1nccc(-c2nn(-c3ccc(C)cc3)ccc2=O)n1`?
PAX8 inh HTS: 26; ARNT TACC3 PPI: 24; C2C12 statin: -50; Cneo AK release: 2; PGC1a acetyl inh: -2; PglD inh: 6

What do the screens show for `CCOP1(=O)C=C(C(C)(C)C)OC1c1ccc(F)cc1` (stereo not drawn)?
ARNT TACC3 PPI: 8; C2C12 statin: -10; Cneo AK release: 0; PGC1a acetyl inh: 1; PglD inh: 0

What do the screens show for `CC[C@@H](C)C(NC(=O)OC(C)(C)C)c1cn([C@@H](CCC(=O)OC(C)(C)C)C(=O)N2CCN(C(=O)OC(C)(C)C)CC2)nn1` (stereo partly drawn)?
PAX8 inh HTS: 26; LGR2 antag: 18; ARNT TACC3 PPI: -12; C2C12 statin: 15; GSIS activator: 2; Cneo AK release: -1; PGC1a acetyl inh: -4; PglD inh: -4

How did CC(=O)c1cc(F)c(N2CCN(CCC#N)CC2)cc1C do in these assays?
LGR2 antag: -11; ARNT TACC3 PPI: 0; C2C12 statin: 7; GSIS activator: 15; Cneo AK release: -3; PglD inh: 5

What do the screens show for `O=C(Nc1ccc(N2CCOCC2)c(Cl)c1)c1ccc(F)cc1`?
LGR2 antag: -29; ARNT TACC3 PPI: -2; C2C12 statin: -24; GSIS activator: -1; Cneo AK release: -5; PGC1a acetyl inh: -7; PglD inh: 3

How did NC(=O)CSc1nnc(-c2cc(-c3cccs3)nc3ccccc23)o1 do in these assays?
ARNT TACC3 PPI: -2; C2C12 statin: 0; Cneo AK release: 0; PGC1a acetyl inh: -15; PglD inh: -3

What do the screens show for `Cc1cccc(-c2ccc([C@H]3[C@@H](CO)N4CCCCN(Cc5ccncc5)C[C@@H]34)cc2)c1`?
PAX8 inh HTS: -21; LGR2 antag: -8; ARNT TACC3 PPI: 6; GSIS activator: 10; Cneo AK release: 0; PGC1a acetyl inh: 2; PglD inh: 3

What do the screens show for `COC(=O)c1ccc(CNC(=O)COC(=O)c2ccc(N(C)C)cc2)cc1`?
PAX8 inh HTS: 6; LGR2 antag: -1; ARNT TACC3 PPI: 2; GSIS activator: -6

How did CCCN(CCC)C(=O)Cc1coc2ccc3ccccc3c12 do in these assays?
PAX8 inh HTS: 16; ARNT TACC3 PPI: -3; C2C12 statin: -103; Cneo AK release: -1; PGC1a acetyl inh: -14; PglD inh: -2

How did COc1ccccc1CCC(=O)Nc1ccc2c(c1)CN(Cc1ccc(CO)o1)CC2 do in these assays?
PAX8 inh HTS: 1; LGR2 antag: 0; ARNT TACC3 PPI: 2; C2C12 statin: -2; GSIS activator: -7; Cneo AK release: -1; PGC1a acetyl inh: 3; PglD inh: 0

How did Cc1ccc(NC(=O)C(Cc2ccccc2)NC(=O)OCc2ccccc2)cc1C (stereo not drawn) do in these assays?
PAX8 inh HTS: 25; LGR2 antag: -6; ARNT TACC3 PPI: -5; GSIS activator: 6

What do the screens show for `Cc1noc(C)c1NC(=O)N(C)C[C@@H]1Oc2ccc(NC(=O)CCCN(C)C)cc2C(=O)N([C@@H](C)CO)C[C@@H]1C`?
LGR2 antag: -16; ARNT TACC3 PPI: -6; C2C12 statin: 5; GSIS activator: 5; Cneo AK release: -7; PGC1a acetyl inh: -1; PglD inh: 2

How did Cc1onc(-c2c(Cl)cccc2Cl)c1C(=O)NCCc1ccc(S(N)(=O)=O)cc1 do in these assays?
LGR2 antag: -3; ARNT TACC3 PPI: -8; C2C12 statin: -6; GSIS activator: 11; Cneo AK release: 0; PglD inh: -6

Results for CNC(=S)Nc1ccc(-c2nc3ccc(C)cc3s2)cc1 ?
PAX8 inh HTS: -74; LGR2 antag: 53*; ARNT TACC3 PPI: -4; C2C12 statin: -1; GSIS activator: -4; Cneo AK release: -8; PGC1a acetyl inh: -7; PglD inh: -3

A draw from above in order of formula weight, ascending.
Results for CNC(=S)Nc1ccc(-c2nc3ccc(C)cc3s2)cc1 ?
PAX8 inh HTS: -74; LGR2 antag: 53*; ARNT TACC3 PPI: -4; C2C12 statin: -1; GSIS activator: -4; Cneo AK release: -8; PGC1a acetyl inh: -7; PglD inh: -3

What do the screens show for `CCSc1nccc(-c2nn(-c3ccc(C)cc3)ccc2=O)n1`?
PAX8 inh HTS: 26; ARNT TACC3 PPI: 24; C2C12 statin: -50; Cneo AK release: 2; PGC1a acetyl inh: -2; PglD inh: 6

Results for O=C(NCCc1ccc(Cl)cc1)c1cc(S(=O)(=O)N2CCCC2)ccc1F ?
PAX8 inh HTS: -4; C2C12 statin: -2; Cneo AK release: -1; PGC1a acetyl inh: 12; PglD inh: 5

Assay outcomes deposited in PubChem by Broad Institute.
